aSyn rescue: alpha-synuclein toxicity inhibition in yeast; Yeast expressing alpha-synuclein, growth rescue, BacTiter-Glo, 24 h; Potency, µM (series often up to 46.1 µM), inactives show at the highest dose growth rescue (activation), hits mostly activators; actives 0.14% (n = 370,000); note: potency is the fitted concentration of half-maximal effect; % of control where 0% means no effect; nearly all actives have a fitted effect of over 65% in size
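Screening used galactose-induced yeast with toxic alpha-synuclein levels, exposed to compound for 24 hr at 30 deg C. Cell growth, read with BacTiter-Glo luminescence, gave the measured signal.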
GLP1R ag: GLP-1 receptor (human) agonism. P43220. HEK293 GLP-1R CRE-luciferase, luminescence, 4-6 h; cells express a hypersensitive GLP-1R form. Potency, µM (highest dose often 45.6 µM), inactives show at the highest dose activation, hits mostly activators. actives 0.007% (n = 380,000); note: potency is the fitted concentration of half-maximal effect; % of control where 0% means no effect
Target sequence (P43220 whole entry, looked up): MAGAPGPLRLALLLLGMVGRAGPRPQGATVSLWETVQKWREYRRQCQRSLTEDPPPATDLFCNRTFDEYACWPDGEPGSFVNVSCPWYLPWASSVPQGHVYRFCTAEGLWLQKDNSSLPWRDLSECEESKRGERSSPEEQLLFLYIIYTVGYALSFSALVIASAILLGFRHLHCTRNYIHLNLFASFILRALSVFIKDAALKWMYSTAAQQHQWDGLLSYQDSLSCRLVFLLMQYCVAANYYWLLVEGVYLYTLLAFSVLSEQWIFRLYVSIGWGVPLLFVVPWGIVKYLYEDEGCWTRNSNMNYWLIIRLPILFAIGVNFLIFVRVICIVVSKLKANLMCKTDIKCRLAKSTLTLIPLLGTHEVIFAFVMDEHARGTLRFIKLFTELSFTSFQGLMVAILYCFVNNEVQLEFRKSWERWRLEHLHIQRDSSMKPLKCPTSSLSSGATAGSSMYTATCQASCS
Akt phos inh: inhibitors of Akt phosphorylation | Neuro2A IGF-stimulated pAkt S473 HTRF, 20 min; stronger effect = lower value | activity change, % for hits at 50 µM | actives 0.32% (n = 360,000); in the data active = activity change below about -80%; inconclusive = mostly about -51% to -80%; note: % is set by controls: 0 for no effect and ±100 for the full control effect
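Single-point screen (50 µM final compound) in Neuro2A cells stimulated 20 min with 6 nM IGF at 37 deg C. After lysis, Ser473-phosphorylated Akt read by HTRF (ex 330 nm, em 615/665 nm) as the 665/615 ratio.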
PTHR1 agonist: activates the human parathyroid hormone receptor PTHR1 | actives 0.075% (n = 410,000) | Potency, µM (doses to about 115 µM), for inactives: top-dose activation, usual class: activators | Q03431 | HEK293 GP2 PTHR1 cells, GloSensor cAMP luminescence, 1 h; note: potency is the fitted concentration of half-maximal effect; nearly all actives have a fitted effect of over 55% in size; some results filed as inactive show a strong effect at the top dose; inactives centre near -15; many of its hits are not listed in these tables
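HEK-293-derived GP2 cells expressing PTHR1 and a GloSensor cAMP reporter, 3,000/well, plated overnight, given luciferin plus IBMX (each 0.5 mM as added) for 1 h at 37 °C, then compound for 1 h at 37 °C. Luminescence was read after 15 min at room temperature.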
FUS suppressor: suppressors of FUS proteinopathy in yeast | S. cerevisiae FUS-expressing, growth rescue, OD600, 24 h | Potency, µM (doses to about 76.6 µM), inactives show at the top dose growth rescue (activation), actives largely listed as activators | actives 0.24% (n = 390,000);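 note: potency is the fitted concentration of half-maximal effect; plate controls were DMSO vehicle for no effect and reference control for full effect; nearly all actives have a fitted effect of over 55% in size; some results filed as inactive show a strong effect at the top dose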
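Toxicity suppression screen in FUS-yeast. Cells induced with 2% galactose, starting OD 0.005, treated 24hr at 30C with compounds at multiple final concentrations; growth by OD600.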
D3 antag: D3 dopamine receptor (human) antagonism; D3R cells, DiscoveRx beta-arrestin luminescence, antagonist mode; stronger effect = lower value; max response, negative = inhibition, %; actives 2.5% (n = 360,000); AID 652054; in the data active = max response below about -50%; inconclusive = no clear call, values can overlap the other calls; note: % is set by controls: 0 for no effect and ±100 for the full control effect; mostly tested at two doses, the higher about 12 µM
Target sequence (P35462 whole entry, looked up): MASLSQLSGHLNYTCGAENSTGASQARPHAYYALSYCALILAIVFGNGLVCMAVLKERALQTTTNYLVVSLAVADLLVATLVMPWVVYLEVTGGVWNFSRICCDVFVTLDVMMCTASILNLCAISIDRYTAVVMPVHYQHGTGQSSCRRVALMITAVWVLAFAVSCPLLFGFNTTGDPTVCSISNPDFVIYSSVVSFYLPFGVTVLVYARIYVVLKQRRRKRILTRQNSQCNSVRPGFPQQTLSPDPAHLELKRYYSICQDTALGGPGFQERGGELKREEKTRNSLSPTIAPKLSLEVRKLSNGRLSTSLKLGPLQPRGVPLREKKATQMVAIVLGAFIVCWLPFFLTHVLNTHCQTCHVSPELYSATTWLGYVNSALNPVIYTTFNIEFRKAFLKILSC
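Cells plated overnight at 1500 cells/well, then exposed to library compounds with dopamine controls for 90 minutes at 37 degrees C. DiscoveRx reagent added for 30–60 minutes at room temperature; luminescence read, quantitative HTS format.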
Abeta rescue: A-beta toxicity reversal in yeast; yeast expressing A-beta42, growth rescue, OD600, 48 h; response scale: 0% DMSO, 100% iron-clioquinol control; Potency, µM (highest dose often 46.1 µM), for the others: top-dose growth rescue, hits mostly activators; actives 0.063% (n = 410,000); note: potency is the fitted concentration of half-maximal effect; nearly all actives have a fitted effect of over 55% in size
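Growth rescue measured by 600 nm absorbance after 48 h yeast culture at 30 C with compound. Values normalized between DMSO and an equimolar ferric chloride plus clioquinol control.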
GLP-1R inv ag: GLP-1 receptor (human) inverse agonism; P43220; HEK293 GLP-1R CRE-luciferase, luminescence, 24 h; GLP-1R form is constitutively active; Potency, µM (doses to about 38.3 µM), inactives show top-dose activity change, negative = inhibition, hits mostly inhibitors; actives 1.6% (n = 410,000); note: potency is the fitted concentration of half-maximal effect; % is set by controls: 0 for no effect and ±100 for the full control effect; nearly all actives have a fitted effect of over 55% in size
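Using stably transfected HEK293 (constitutively active GLP-1R, cAMP-luciferase reporter), compounds were incubated 24 hr and luciferase measured by luminescence.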
TDP-43 yeast inh: inhibitors of TDP-43 toxicity in yeast; AID 652104; actives 1.8% (n = 410,000); Potency, µM (doses to about 46.1 µM), without a hit: top-dose growth rescue (activation), usual class: activators; TDP-43 expressing yeast growth rescue, BacTiter-Glo, 24 h; note: potency is the fitted concentration of half-maximal effect; % of control where 0% means no effect; nearly all actives have a fitted effect of over 50% in size
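Growth rescue of TDP-43-toxic yeast measured as ATP luminescence (BacTiter-Glo). Cells grown to mid-log in raffinose, induced in galactose at OD600=0.02, exposed to compound 24 hr at 30 deg C.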
* = called active by the depositor; i = inactive; ? = inconclusive; nt = not tested or not shown; & = joins results of further samples; [ ] = another dose, or the depositor's remark. Unless noted, calls come from the whole dose curve; as a rule, active = well fitted curve in the direction sought with a large enough effect; inconclusive = small, poorly fitted or top-dose-only effect, or another doubt; inactive = no such curve, though single readings can be large; an effect the other way counts as inactive or inconclusive.

Each structure is followed by: aSyn rescue	GLP1R ag	Akt phos inh	PTHR1 agonist	FUS suppressor	D3 antag	Abeta rescue	GLP-1R inv ag	TDP-43 yeast inh
> Cn1c(SCc2nc3ccccc3c(=O)[nH]2)nnc1-c1ccco1
    7%	-1%	i	-4%[57.5 µM]	-4%	7	4%	4%	-15%
> COc1cccc(OC)c1C(=O)Nn1c(-c2cccc(C)c2)nc2ccccc2c1=O
    -1%	2%	i	-15%	?	-6	-12%	4%[7.66 µM]	15%[9.22 µM]
> CC(=O)Oc1ccc(C(=O)Nc2ccccc2C(=O)NCC(C)C)cc1
    -18%	21%	i	-4%	nt	22	0%	23%	?
> NNC(=O)CN1C(c2ccccc2Br)=Nc2ccc(Br)cc2C1c1ccccc1 (stereo unspecified)
    -6%	-9%	i	-17%	nt	-9	10%	0%	-1%
> COc1ccc(-n2cnc3cc(C(=O)NCCN4CCOCC4)ccc32)cc1
    -7%	29%	i	i	-1%	3	1%	57%[activator]	-13%[0.397 µM]
> Cc1ccc(Cl)cc1NC(=O)CSc1nc2ccccc2nc1Cc1ccccc1
    nt	nt	nt	-3%	7%	nt	-13%	-6%	18%
> Cc1c(NC(=O)C2CCCCN2S(=O)(=O)c2ccc(Cl)cc2)c(=O)n(-c2ccccc2)n1C (stereo unspecified)
    -3%	-2%	i	i	9%	23	-19%	-12%	9%
> CNC(=S)Nc1ccc([N+](=O)[O-])cc1
    -13%	11%	i	i	-21%	-18	-10%	5%	-6%
> Cc1cc(-c2ccc(C)c(S(=O)(=O)NCc3cccc(Br)c3)c2)on1
    2%	14%	i	i	?	-8	-26%&-23%	?	35µM*
> O=C(CCNc1ccccc1)c1ccc2c(c1)OCO2
    2%	7%	i	-35%[inhibitor]	9%	-8	-7%	-17%	?

Pulled by structure from the list above, two records:
Each structure is followed by: aSyn rescue	GLP1R ag	Akt phos inh	PTHR1 agonist	FUS suppressor	D3 antag	Abeta rescue	GLP-1R inv ag	TDP-43 yeast inh
> Cc1cc(-c2ccc(C)c(S(=O)(=O)NCc3cccc(Br)c3)c2)on1
    2%	14%	i	i	?	-8	-26%&-23%	?	35µM*
> NNC(=O)CN1C(c2ccccc2Br)=Nc2ccc(Br)cc2C1c1ccccc1 (stereo unspecified)
    -6%	-9%	i	-17%	nt	-9	10%	0%	-1%

(further entries)
Each structure is followed by: aSyn rescue	GLP1R ag	Akt phos inh	PTHR1 agonist	FUS suppressor	D3 antag	Abeta rescue	GLP-1R inv ag	TDP-43 yeast inh
> Cc1ccc(C(=O)NC(=S)Nc2ccc(CN3CCCCC3)cc2)c(C)c1
    1%	15%	i	i	7%	-27	-2%	?	-5%
> CCC(C)[C@H](NC(=O)NCc1cccc(OC)c1)C(=O)O (stereo partly specified)
    0%	-7%	i	i	20%	5	8%	9%	-15%
> O=C(Nc1nonc1-c1ccc(Br)cc1)c1ccco1
    nt	nt	nt	-17%	-12%	nt	-32%	-16%	26%
> COc1ccc2[nH]c3c(=S)nc[nH]c3c2c1
    -1%	22%	i	i	14%	-56*	0%	111%[activator]	-4%
> COC(=O)c1ccc(CNC(=O)c2ccc(COc3ccccc3)cc2)cc1
    -3%	1%	i	i	nt	-2	6%	-3%	-15%
> COc1ccc(-c2csc(NC(=O)c3ccccc3NS(=O)(=O)c3ccc(F)c(F)c3)n2)cc1
    -48%[inhibitor]	0%	i	-34%[inhibitor]	7%	-13	-36%[inhibitor]	?	-8%
> COC(=O)[C@]1(Cc2ccccc2)N[C@H](CN(C)C(=O)Nc2ccc(OC)cc2)[C@@H]2C(=O)N(C)C(=O)[C@@H]21
    -1%	0%	i	i	-20%	-53*	-1%	19%	15%
> CCOC(=O)C1(Cc2ccccc2)CCCN(Cc2ccccn2)C1 (stereo unspecified)
    1%	14%	i	i	10%	5	1%	?	1%[0.397 µM]
> O=C(Cn1ncc2ccsc2c1=O)N1CCN(c2ccc(F)cc2)CC1
    -4%	6%	nt	-10%	-5%	nt	-18%	3%	1%
> CC1CCc2nn(CC(=O)NCCCN3CCCC3=O)cc2C1 (stereo unspecified)
    -1%	15%	i	i	-18%	9	0%	-9%	9%
> O=C(O)Cc1ccc(NC(=O)Cc2ccc3ccccc3c2)cc1
    3%	-1%	i	?	18%	0	4%	28%	14%
> COc1ccc(Nc2cc(Nc3cccc(OC)c3)ncn2)cc1
    -5%	25%	i	-13%	28%	-17	-1%	98%[activator]	?
> COc1ccc(Sc2nc(-c3ccccn3)ncc2OC)cc1
    13%	0%	i	-1%	39%	3	?	?	2%
> O=C(COc1ccccc1Cl)OCc1cc(=O)n2nc(C3CC3)sc2n1
    nt	nt	nt	-61%[inhibitor]	16%	nt	0%	10%	21%
> CC(=Nc1cc(C(=O)c2ccccc2)ccc1N)C1=C(O)CC(C)(C)CC1=O
    -1%	1%	i	i	?	6	-16%	14%	-26%
> CC(Sc1nnc2n1CCCCC2)C(=O)Nc1ccc(S(N)(=O)=O)cc1 (stereo unspecified)
    3%	16%	i	-22%	8%	26	2%	-4%	22%
> COc1ccc(CCNC(=O)CCN2C(=O)COc3ccccc32)cc1OC
    0%	0%	i	-3%[57.5 µM]	-3%	4	18%	3%	8%
> CN(C)c1ccc(C2CC(=O)NC3=C2C(=O)CC(C)(C)C3)cc1 (stereo unspecified)
    0%	0%	i	-11%[57.5 µM]	-13%	0	-4%	0%	-16%
> C=CCNC(=O)NC(=O)COC(=O)c1ccccc1Sc1ccc(C(F)(F)F)cc1[N+](=O)[O-]
    9%	15%	i	-21%	-6%	0	-4%	-40%	2%
> O=C(Cn1cc(S(=O)(=O)Cc2cccc(Cl)c2)c2ccccc21)Nc1ccccc1Cl
    nt	nt	nt	?	13%	nt	-12%	-6%	9%
> C=CCn1c(-c2ccccc2)n[nH]c1=S
    7%	-10%	i	i	-12%	-24	11%	-4%	3%
> O=C(NCc1ccccc1)C1c2ccccc2OCC(=O)N1CC(F)(F)F (stereo unspecified)
    3%	-2%	i	-9%	-8%	26	8%	27%	0%
> CCN(C(=O)COc1ccc2ccc(=O)oc2c1)C1CCCCC1
    9%	?	i	-16%	nt	15	-11%	7%	?
> Cc1n[nH]c(C)c1Sc1ccccc1[N+](=O)[O-]
    7%	18%	i	-7%	4%	13	22%	-4%	0%
> Cn1cccc1C(=O)OCC(=O)NCc1ccc2c(c1)OCO2
    6%	-6%	i	-9%	2%	0	-25%	1%	12%
> Cc1ccc(N2C(=O)c3ccccc3C2=O)nc1
    -10%	0%	i	i	-13%	11	-23%	2%	-22%
> O=c1c2ccccc2nnn1CSc1nc2cc(Cl)ccc2c(=O)n1Cc1ccco1
    nt	2%	nt	i	15%	?	12%	0%	-8%
> Cc1ccc(C(=O)N2CCC3(CC2)Oc2ccc(Cl)cc2C(=O)C32CC(c3ccc(Cl)cc3)=NO2)s1 (stereo unspecified)
    8%	10%	i	i	13%	1	10%	8%	22%
> O=C(NCc1cccc(Cl)c1)C1CCN(c2nn3cc(-c4ccc(F)cc4)nc3s2)CC1
    nt	nt	nt	-26%	4%	nt	3%	9%	19%[9.22 µM]
> CC(=O)c1c(C)[nH]c(C(=O)CSc2nc3ccccc3c(=O)n2CCCN2CCOCC2)c1C
    -3%	6%	i	i	10%	-3	13%	4%	-21%
> COc1ccc(N2CCN(C3CCCN(C(=O)CN4CCCC4=O)C3)CC2)cc1 (stereo unspecified)
    0%	9%	i	i	-6%	6	-6%	-24%	3%
> O=C(NC1CCCCC1)C1CC(=O)N(CCc2ccccc2)C1 (stereo unspecified)
    -2%	-7%	i	-2%[57.5 µM]	18%	18	17%	4%	-21%
> CCCOc1ccc(-c2nn(-c3ccccc3)cc2C2NC(=O)NC(C)=C2C(=O)OC(C)C)cc1 (stereo unspecified)
    13%	0%	nt	i	?	nt	2%	-78%	7%
> Oc1ccc(/C(Cc2ccccn2)=N\Nc2ccccc2)c(O)c1
    4%	5%	i	-10%	14%	-2	?	?	?
> COc1ccc(CNC(=O)c2cc(C3CC3)nc3c2cnn3C(C)C)cc1
    11%	8%	i	i	36%	10	-3%	?	?
> CCOc1ccccc1C(=O)n1nc2nc(C)cc(C)c2c1N
    1%	-8%	i	i	-6%	30	3%	7%	-16%
> CC(C)(C)Nc1nc(Cl)nc(NC(C)(C)C)n1
    -13%	15%	i	-21%	nt	-19	-2%	4%	0%
> CCOc1cc(/C=N/NC(=O)c2ccccc2-n2cccc2)ccc1O
    -6%	11%	i	i	-11%	-3	-9%	?	11%
> Cc1cccc(SC2CCN(C(=O)C3CCC(=O)N(C4CC4)C3)CC2)c1 (stereo unspecified)
    -5%	3%	i	-36%[inhibitor]	16%	-1	12%	?	-16%
> O=C(Nc1ccc(NC(=O)c2ccco2)c(Cl)c1)c1ccc2c(c1)OCCO2
    1%	9%	i	-10%	-8%	20	-5%	-4%	-7%
> CC(=O)Nc1cccc(Oc2nc(NCCN(C)C)nc3ccsc23)c1
    -8%	-3%	i	-11%	-12%	-19	16%	-4%	0%
> COc1c2occc2c(OC)c2c(=O)cc(C(F)(F)F)oc12
    1%	9%	i	i	-18%	4	3%	11%	24%
> Cc1ccc(S(=O)(=O)Nc2cc(C(=O)N3CCOCC3)ccc2N2CCCCC2)cc1
    0%	1%	i	-15%[57.5 µM]	18%	17	8%	12%	7%
> Cc1ccc(Cl)cc1-n1c(=O)cc(N2CCN(C(=O)c3ccco3)CC2)[nH]c1=O
    -1%	-8%	i	-1%	nt	10	5%	12%	15%
> CCc1ccc(NC(=O)C(=O)NCCc2csc(-c3cccc(F)c3)n2)cc1
    nt	nt	nt	i	-12%	nt	-6%	7%	4%
> Cc1oc2cc([N+](=O)[O-])c(O)c([N+](=O)[O-])c2c1C(=O)c1ccc(Br)cc1
    7%	-1%	i	-32%[inhibitor]	-4%	-1	-75%[inhibitor]	?	-43%[inhibitor][9.22 µM]
> Cc1ccc2nc(C)cc(C(=O)N3CCCC(CO)(Cc4ccccc4C)C3)c2c1 (stereo unspecified)
    1%	12%	i	-7%	24%	-14	-15%	?	-14%

This is a subset. The share of hits here may be higher or lower than overall.
